FUS yeast rescue = qHTS for Suppressors of FUS Proteinopathy: Primary screen using FUS-linked yeast assay. S. cerevisiae FUS-expressing, growth rescue, OD600, 24 h. Potency, µM (doses to about 76.6 µM), inactives show at the highest dose growth rescue (activation), actives largely listed as activators. AID 1347120, 2019. hit rate 0.24% among 390,000;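 note: potency is the fitted concentration of half-maximal effect; plate controls were DMSO vehicle for no effect and reference control for full effect; nearly all actives have a fitted effect of over 55% in size; some results filed as inactive show a strong effect at the top dose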
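Yeast expressing FUS under galactose induction, OD 0.005 in 2% galactose medium; compounds in a dilution series, 24 h at 30C. Growth rescue by absorbance at 600 nm; CP55940 positive control, DMSO negative.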
EPAC2 antagonist = qHTS for Antagonist of cAMP-regulated guanine nucleotide exchange factor 2 (EPAC2): primary screen; Rap guanine nucleotide exchange factor 4 (Homo sapiens), Q8WZA2; EPAC2 GEF exchange of Rap1B-BODIPY-GDP, fluorescence; Potency, µM (highest dose often 114 µM), for the others: top-dose activity, negative = inhibition, actives largely listed as inhibitors; hit rate 0.18% among 360,000; note: potency is the fitted concentration of half-maximal effect; % is set by controls: 0 for no effect and ±100 for the full control effect; nearly all actives have a fitted effect of over 45% in size; many of its hits are not listed in these tables
aSyn yeast inh = qHTS of alpha-syn Inhibitors; Yeast expressing alpha-synuclein, growth rescue, BacTiter-Glo, 24 h; Potency, µM (series often up to 46.1 µM), for the others: at the top dose growth rescue (activation), actives largely listed as activators; hit rate 0.14% among 370,000; note: potency is the fitted concentration of half-maximal effect; % of control where 0% means no effect; nearly all actives have a fitted effect of over 65% in size
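Galactose-induced alpha-syn yeast (OD600=0.02, raffinose-pregrown) + pinned cpd, 24 hr, 30 deg C; growth by BacTiter-Glo luminescence. Growth restoration scores as activation.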
DRD3 agonist = qHTS of D3 Dopamine Receptor Agonist: qHTS. max activation, %. D3R DiscoveRx beta-arrestin cells, luminescence, 90 min. D(3) dopamine receptor (Homo sapiens), P35462. hit rate 0.58% among 410,000; in the data active = max activation above about 30%; note: 0% is about no effect; mostly tested at two doses, the higher about 12 µM
Target sequence (P35462 whole entry, looked up): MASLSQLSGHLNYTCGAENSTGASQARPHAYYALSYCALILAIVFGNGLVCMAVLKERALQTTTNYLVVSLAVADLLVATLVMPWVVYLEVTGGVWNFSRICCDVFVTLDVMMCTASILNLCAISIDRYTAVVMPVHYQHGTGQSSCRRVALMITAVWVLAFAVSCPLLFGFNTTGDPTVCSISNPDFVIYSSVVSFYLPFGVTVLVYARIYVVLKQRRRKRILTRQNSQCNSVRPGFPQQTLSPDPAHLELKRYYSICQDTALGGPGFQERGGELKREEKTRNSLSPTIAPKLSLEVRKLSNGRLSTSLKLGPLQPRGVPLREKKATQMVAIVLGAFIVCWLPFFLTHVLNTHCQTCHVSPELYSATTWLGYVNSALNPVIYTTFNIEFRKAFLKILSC
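Cells at 1500/well, incubated overnight, then treated with pinned compounds (dopamine as control) for 90 min at 37 degrees C. DiscoveRx reagent added for 30 - 60 minutes at room temperature; luminescence read.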
EPAC2 agonist = qHTS for Agonist of cAMP-regulated guanine nucleotide exchange factor 4 (EPAC2): primary screen. Potency, µM (highest dose often 154 µM), inactives show top-dose activation, hits mostly activators. hit rate 0.079% among 360,000. Rap guanine nucleotide exchange factor 4 (Homo sapiens), Q8WZA2. EPAC2 activation, biochemical qHTS; response scale: 100% = 6.5 mM cAMP response; note: potency is the fitted concentration of half-maximal effect; nearly all actives have a fitted effect of over 50% in size
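In this primary screen, activation is scored as increased exchange of BODIPY-GDP from Rap1B by 100 nM EPAC2, with 50 uM GDP as competitor. Signal is normalized to the 6.5 mM cAMP agonist control.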
D3 antag = qHTS of D3 Dopamine Receptor Antagonist: qHTS | max response, negative = inhibition, % | D(3) dopamine receptor (Homo sapiens), P35462 | hit rate 2.5% among 360,000 | AID 652054, 2013 | D3R cells, DiscoveRx beta-arrestin luminescence, antagonist mode; hits give low values; in the data active = max response below about -50%; inconclusive = no clear call, values can overlap the other calls; note: % is set by controls: 0 for no effect and ±100 for the full control effect; mostly tested at two doses, the higher about 12 µM
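Cells expressing the human receptor were seeded at 1500 cells/well, incubated overnight at 37 degrees C in 5% CO2, then exposed to library compounds with dopamine controls for 90 minutes at 37 degrees C before luminescent detection.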
Abeta yeast res = qHTS for compounds that reverse cellular toxicity of Amyloid beta (A-beta) peptide in yeast: Primary Screen; yeast expressing A-beta42, growth rescue, OD600, 48 h; response scale: 0% DMSO, 100% iron-clioquinol control; Potency, µM (highest dose often 46.1 µM), without a hit: at the top dose growth rescue, actives largely listed as activators; hit rate 0.063% among 410,000; AID 1347071, 2019; note: potency is the fitted concentration of half-maximal effect; nearly all actives have a fitted effect of over 55% in size
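Yeast growth medium received pinned compounds, then yeast cells expressing toxic A-beta were added; plates incubated at 30 C for 48 hr. Growth read as absorbance at 600 nm, normalized to DMSO and equimolar FeCl3 plus clioquinol controls.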
TDP-43 yeast inh = qHTS of TDP-43 Inhibitors; TDP-43 expressing yeast growth rescue, BacTiter-Glo, 24 h; Potency, µM (titrated, usually from 46.1 µM), for the others: at the highest dose growth rescue (activation), usual class: activators; hit rate 1.8% among 410,000; note: potency is the fitted concentration of half-maximal effect; % of control where 0% means no effect; nearly all actives have a fitted effect of over 50% in size
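Growth rescue of TDP-43-toxic yeast measured as ATP luminescence (BacTiter-Glo). Cells grown to mid-log in raffinose, induced in galactose at OD600=0.02, exposed to compound 24 hr at 30 deg C.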
* = called active by the depositor. Unless noted, calls come from the whole dose curve; as a rule, active = well fitted curve in the direction sought with a large enough effect; inconclusive = small, poorly fitted or top-dose-only effect, or another doubt; inactive = no such curve, though single readings can be large; an effect the other way counts as inactive or inconclusive. Some of the compounds tested, so the mix of outcomes need not match the whole.

What do the screens show for `CC(=O)Nc1cccc(-c2ccnc3c2CC(C)(C(=O)Nc2cccc(C(F)(F)F)c2)O3)c1` (stereo unspecified)?
FUS yeast rescue: 1%; EPAC2 antagonist: -8%; aSyn yeast inh: -5%; DRD3 agonist: -13; EPAC2 agonist: 10%; D3 antag: -13; Abeta yeast res: -4%; TDP-43 yeast inh: 6%

How did c1cn(CCCNc2ncnc3sc4c(c23)CCC4)cn1 do in these assays?
FUS yeast rescue: 34%; EPAC2 antagonist: 2%; aSyn yeast inh: -2%; DRD3 agonist: -5; EPAC2 agonist: 5%; D3 antag: 0; Abeta yeast res: -1%; TDP-43 yeast inh: -8%

Results for Cc1ccc(S(=O)(=O)NC(=O)Nc2ccc(C)cn2)cc1 ?
FUS yeast rescue: 9%; EPAC2 antagonist: 2%; aSyn yeast inh: -5%; DRD3 agonist: 3; EPAC2 agonist: 6%; D3 antag: 6; Abeta yeast res: -1%; TDP-43 yeast inh: 15%

How did COC(=O)c1nn(-c2ccc(OC)cc2)c(=O)cc1O do in these assays?
FUS yeast rescue: 19%; EPAC2 antagonist: 2%; aSyn yeast inh: 3%; DRD3 agonist: -1; EPAC2 agonist: 9%; D3 antag: -1; Abeta yeast res: 17%; TDP-43 yeast inh: -6%

How did S=c1[nH]nc(-c2ccccc2Br)n1Cc1ccccc1 do in these assays?
FUS yeast rescue: -11%; EPAC2 antagonist: -18%; aSyn yeast inh: 9%; DRD3 agonist: 2; EPAC2 agonist: 4%; D3 antag: -5; Abeta yeast res: 27%; TDP-43 yeast inh: inconclusive

How did CCCNC(=O)C1(C)CCCN(Cc2ccc3ccccc3c2)C1 (stereo unspecified) do in these assays?
FUS yeast rescue: -5%; EPAC2 antagonist: 8%; aSyn yeast inh: 2%; DRD3 agonist: 5; EPAC2 agonist: 1%; D3 antag: 1; Abeta yeast res: 19%; TDP-43 yeast inh: 25%

What do the screens show for `CCCS(=O)(=O)N1CCC(N2CCN(Cc3ccc(C)cc3)C(=O)C2=O)CC1`?
FUS yeast rescue: -6%; DRD3 agonist: 4; Abeta yeast res: -24%; TDP-43 yeast inh: 18%

What do the screens show for `COc1ccc(NC(=O)CN2C(=O)CSc3ncccc32)cc1`?
FUS yeast rescue: -14%; EPAC2 antagonist: -12%; aSyn yeast inh: 3%; DRD3 agonist: -3; EPAC2 agonist: -4%; D3 antag: 17; Abeta yeast res: -4%; TDP-43 yeast inh: 10%

How did CCOC(=O)Cn1cnc2c(nnn2-c2ccc(C)cc2)c1=O do in these assays?
FUS yeast rescue: 32%; EPAC2 antagonist: -1%; aSyn yeast inh: 3%; DRD3 agonist: -2; EPAC2 agonist: 7%; D3 antag: -14; Abeta yeast res: 2%; TDP-43 yeast inh: -8%

What do the screens show for `Cc1cc(-c2nnc(CCC(=O)N3CCN(Cc4cccnc4)CC3)o2)c(C)o1`?
FUS yeast rescue: 4%; EPAC2 antagonist: -1%; aSyn yeast inh: -5%; DRD3 agonist: -1; EPAC2 agonist: 11%; D3 antag: 3; Abeta yeast res: -1%; TDP-43 yeast inh: -14%

What do the screens show for `O=C(Nc1cnccn1)c1cccc(C(F)(F)F)c1`?
FUS yeast rescue: 6%; EPAC2 antagonist: 4%; aSyn yeast inh: -6%; DRD3 agonist: 10; EPAC2 agonist: -3%; D3 antag: 9; Abeta yeast res: -4%; TDP-43 yeast inh: -9%

Results for COc1cc(NC(=O)c2ccco2)c(OC)cc1NC(=O)c1cc(OC)c(OC)c(OC)c1 ?
FUS yeast rescue: 44%; EPAC2 antagonist: -4%; aSyn yeast inh: -2%; DRD3 agonist: 11; EPAC2 agonist: 0%; D3 antag: 35; Abeta yeast res: 9%; TDP-43 yeast inh: 17%

Results for CC(=O)N(CC(=O)Nc1nn(-c2ccccc2)nc1C(N)=O)Cc1ccccc1 ?
FUS yeast rescue: 4%; EPAC2 antagonist: 2%; aSyn yeast inh: 3%; DRD3 agonist: 5; EPAC2 agonist: 5%; D3 antag: 27; Abeta yeast res: 8%; TDP-43 yeast inh: 19%

What do the screens show for `CCC1CN(S(=O)(=O)c2cc(-c3cc(C)no3)ccc2C)c2cc(C)ccc2O1` (stereo unspecified)?
FUS yeast rescue: 5%; DRD3 agonist: -9; Abeta yeast res: -4%; TDP-43 yeast inh: 3%

How did COc1ccc(NC(=O)CSc2nc3ccsc3c(=O)n2CCCCCC(=O)O)cc1 do in these assays?
FUS yeast rescue: 0%; EPAC2 antagonist: -17%; aSyn yeast inh: -3%; DRD3 agonist: -1; EPAC2 agonist: 11%; D3 antag: -12; Abeta yeast res: -9%; TDP-43 yeast inh: -3%

What do the screens show for `COc1ccc(NC(=O)C2CCCN(S(=O)(=O)c3ccc(Cl)cc3)C2)cc1` (stereo unspecified)?
FUS yeast rescue: -1%; DRD3 agonist: 1; Abeta yeast res: -6%; TDP-43 yeast inh: 13%

Results for Cc1ccc(-c2nn(-c3ccccc3)cc2C2CC(c3cccs3)=NN2C(=O)CCC(=O)O)cc1 (stereo unspecified) ?
EPAC2 antagonist: -2%; aSyn yeast inh: 1%; DRD3 agonist: 5; EPAC2 agonist: -6%; D3 antag: 12; Abeta yeast res: 10%; TDP-43 yeast inh: -5%

How did C=CCOc1cccc(C2/C(=C(\O)c3ccc4c(c3)OCCO4)C(=O)C(=O)N2CCN2CCOCC2)c1 (stereo unspecified) do in these assays?
FUS yeast rescue: 3%; EPAC2 antagonist: -2%; aSyn yeast inh: -1%; DRD3 agonist: 2; EPAC2 agonist: 7%; D3 antag: -4; Abeta yeast res: -6%; TDP-43 yeast inh: -16%

Results for Cc1ccc(OCCNC(=O)/C=C/c2ccc([N+](=O)[O-])cc2)cc1C ?
FUS yeast rescue: 25%; EPAC2 antagonist: -7%; aSyn yeast inh: 0%; DRD3 agonist: 0; EPAC2 agonist: 17%; D3 antag: -12; Abeta yeast res: 17%; TDP-43 yeast inh: -7%

What do the screens show for `CCN(CCn1cccn1)C(=O)CC1C(=O)NCCN1Cc1cc(OC)cc(OC)c1` (stereo unspecified)?
FUS yeast rescue: -10%; EPAC2 antagonist: -2%; aSyn yeast inh: -7%; DRD3 agonist: -7; EPAC2 agonist: 5%; D3 antag: 2; Abeta yeast res: 2%; TDP-43 yeast inh: -3%

Overlap with the part before: three compounds, followed by the next part.
How did C=CCOc1cccc(C2/C(=C(\O)c3ccc4c(c3)OCCO4)C(=O)C(=O)N2CCN2CCOCC2)c1 (stereo unspecified) do in these assays?
FUS yeast rescue: 3%; EPAC2 antagonist: -2%; aSyn yeast inh: -1%; DRD3 agonist: 2; EPAC2 agonist: 7%; D3 antag: -4; Abeta yeast res: -6%; TDP-43 yeast inh: -16%

Results for Cc1ccc(OCCNC(=O)/C=C/c2ccc([N+](=O)[O-])cc2)cc1C ?
FUS yeast rescue: 25%; EPAC2 antagonist: -7%; aSyn yeast inh: 0%; DRD3 agonist: 0; EPAC2 agonist: 17%; D3 antag: -12; Abeta yeast res: 17%; TDP-43 yeast inh: -7%

What do the screens show for `CCN(CCn1cccn1)C(=O)CC1C(=O)NCCN1Cc1cc(OC)cc(OC)c1` (stereo unspecified)?
FUS yeast rescue: -10%; EPAC2 antagonist: -2%; aSyn yeast inh: -7%; DRD3 agonist: -7; EPAC2 agonist: 5%; D3 antag: 2; Abeta yeast res: 2%; TDP-43 yeast inh: -3%

How did CC1CCCN(C(=O)c2ccc3c(c2)C(=O)N(CCC2=CCCCC2)C3=O)C1 (stereo unspecified) do in these assays?
FUS yeast rescue: 16%; EPAC2 antagonist: -11%; aSyn yeast inh: 0%; DRD3 agonist: 3; EPAC2 agonist: 10%; D3 antag: 7; Abeta yeast res: 5%; TDP-43 yeast inh: inconclusive

How did COc1ccccc1CNC(=O)c1cnn(-c2ccc(F)cc2F)c1C1CCN(C(=O)OC(C)(C)C)CC1 do in these assays?
FUS yeast rescue: inconclusive; DRD3 agonist: 0; Abeta yeast res: -7%; TDP-43 yeast inh: 14%

Results for O=C(NCc1ccccc1)c1onc(CSc2ccc(Cl)cc2)c1C(=O)NCc1ccccc1 ?
FUS yeast rescue: -3%; EPAC2 antagonist: -1%; aSyn yeast inh: 4%; DRD3 agonist: -20; EPAC2 agonist: 6%; D3 antag: -4; Abeta yeast res: 5%; TDP-43 yeast inh: -3%

How did Cc1ccc(NC(=O)C2CCCN(S(=O)(=O)c3cccc4nonc34)C2)cc1 (stereo unspecified) do in these assays?
FUS yeast rescue: -34%; EPAC2 antagonist: -1%; aSyn yeast inh: -1%; DRD3 agonist: 9; EPAC2 agonist: 1%; D3 antag: -4; Abeta yeast res: -20%; TDP-43 yeast inh: 1%

Results for COc1cc2c(cc1OC)CN(c1ccc(C(N)=O)cc1[N+](=O)[O-])CC2 ?
FUS yeast rescue: 3%; EPAC2 antagonist: -6%; aSyn yeast inh: 2%; DRD3 agonist: 6; EPAC2 agonist: -3%; D3 antag: 13; Abeta yeast res: -8%; TDP-43 yeast inh: -3%

How did Clc1ccc(-n2cnc3c(Cl)ncnc32)cc1Cl do in these assays?
EPAC2 antagonist: -4%; aSyn yeast inh: -4%; DRD3 agonist: -2; EPAC2 agonist: -8%; D3 antag: -24; Abeta yeast res: 0%; TDP-43 yeast inh: -4%

Results for CCC(=O)N1CCc2cc(CNC(=O)Nc3cc(C)ccc3C)ccc21 ?
FUS yeast rescue: -16%; DRD3 agonist: 4; Abeta yeast res: -5%; TDP-43 yeast inh: inconclusive

What do the screens show for `CC(=O)N1c2ccc(S(=O)(=O)NCCC(=O)NC3CCC(C)CC3)cc2CC1C` (stereo unspecified)?
FUS yeast rescue: -5%; EPAC2 antagonist: 12%; aSyn yeast inh: -1%; DRD3 agonist: -7; EPAC2 agonist: -12%; D3 antag: -1; Abeta yeast res: 12%; TDP-43 yeast inh: -14%

What do the screens show for `CC(=O)N(C)c1ccc(NC(=O)Nc2ccc(C)c(C)c2)cc1`?
FUS yeast rescue: 26%; EPAC2 antagonist: 1%; aSyn yeast inh: -7%; DRD3 agonist: -9; EPAC2 agonist: 10%; D3 antag: 19; Abeta yeast res: -4%; TDP-43 yeast inh: -21%
